# Bioassay records deposited in PubChem by Broad Institute.
# dFosB activator: activators of delta FosB homodimer, primary screen, biochemical, fluorescence polarization, TAMRA-CDK5 oligo, single point; hit rate 0.99% among 340,000; purified delta FosB; percent of positive-control signal above neutral wells; AID 493131, 2011; activation, % at 25 µM; Protein FosB (Mus musculus), P13346;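 active means mean activation above about 17%, with every replicate also reaching it, limit read from the data, passing the limit was not always enough; inconclusive means only one of the two conditions met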;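 further: fluorescence polarization rise as delta FosB binds a TAMRA Cdk5 AP-1 oligo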
# Target sequence (P13346 whole entry, looked up): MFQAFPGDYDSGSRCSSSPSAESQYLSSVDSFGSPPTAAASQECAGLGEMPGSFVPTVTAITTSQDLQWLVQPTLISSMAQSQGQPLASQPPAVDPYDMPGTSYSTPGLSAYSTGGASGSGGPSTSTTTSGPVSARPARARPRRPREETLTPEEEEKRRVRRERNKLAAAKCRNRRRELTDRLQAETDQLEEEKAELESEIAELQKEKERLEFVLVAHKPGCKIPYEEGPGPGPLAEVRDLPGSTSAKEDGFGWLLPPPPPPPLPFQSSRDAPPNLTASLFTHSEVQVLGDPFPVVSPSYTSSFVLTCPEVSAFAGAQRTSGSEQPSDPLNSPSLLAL
# SR-BI DiI inh: inhibitors of SR-BI mediated HDL lipid uptake, primary screen, ldlA[mSR-BI] cells, fluorescence, single point. Scavenger receptor class B member 1 (Mus musculus), Q61009. ldlA[mSR-BI] CHO cells, DiI-HDL uptake fluorescence, 3 h. inhibition, % at 12.5 µM. hit rate 0.96% among 320,000;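 active means mean replicate inhibition of at least 70% and a set share of replicates each scoring 70 or more; inconclusive means meets just one of the two criteria; inactive means fails both criteria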;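 further: 0% = median of neutral control wells and 100% = median of positive control wells; values of inactives mirror those of a sister screen read the other way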
# Target sequence (Q61009 whole entry, looked up): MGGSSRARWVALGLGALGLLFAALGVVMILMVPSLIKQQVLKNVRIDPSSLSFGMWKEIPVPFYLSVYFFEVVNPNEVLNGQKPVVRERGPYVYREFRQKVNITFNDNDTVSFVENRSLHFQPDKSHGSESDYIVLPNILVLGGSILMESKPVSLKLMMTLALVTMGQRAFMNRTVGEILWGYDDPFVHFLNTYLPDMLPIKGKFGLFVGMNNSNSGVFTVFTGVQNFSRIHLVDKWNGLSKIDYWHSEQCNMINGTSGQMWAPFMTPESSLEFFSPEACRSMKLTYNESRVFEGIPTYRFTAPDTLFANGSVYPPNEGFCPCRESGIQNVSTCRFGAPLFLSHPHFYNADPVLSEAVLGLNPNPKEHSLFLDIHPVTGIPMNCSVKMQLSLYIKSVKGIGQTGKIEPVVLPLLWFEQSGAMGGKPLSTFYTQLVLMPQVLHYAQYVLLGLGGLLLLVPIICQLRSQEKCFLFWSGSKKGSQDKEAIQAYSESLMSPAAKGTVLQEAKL
# MITF TRPM1 HTS: activators of MITF-driven TRPM1 promoter reporter, primary screen, cell-based, SK-MEL-5, luciferase, single point; SK-MEL-5 TRPM1-promoter luciferase, 24 h; % of positive control, neutral wells = 0; activation, % at 12.5 µM; hit rate 0.75% among 300,000; AID 588334, 2011;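 active means mean activation of at least 80% with every replicate also reaching 80%; inconclusive means mean reaches 80% but some replicate falls short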;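 further: 0% = neutral control wells and 100% = parthenolide positive control wells; values of inactives mirror those of a sister screen read the other way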
# CAL PDZ FP-1: CAL PDZ peptide-binding inhibitors, primary screen, biochemical, fluorescence polarization, Cer-tagged CAL PDZ, HTS. Golgi-associated PDZ and coiled-coil motif-containing protein (Homo sapiens), Q9HD26. purified CAL PDZ, TMR-peptide fluorescence polarization, 1 h. inhibition, % at 20 µM. hit rate 0.02% among 330,000. AID 504414, 2011;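 active means highest replicate inhibition of at least 40%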;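 further: plate controls were DMSO neutral control wells for no effect and unlabeled competitor peptide control wells for full effect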
#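 Test system: purified CerCALP PDZ construct; Compound dosing: one concentration, 20 µM compound; Also added: TMR-labelled reporter peptide T*-PRC34 bound in PDZ groove; Read-out: inhibition from polarization loss; Controls: unlabelled peptide and DMSO controls; Signal: FP readout, S and P plane fluorescence; Incubation: 1 h at RT.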
# CAL PDZ FP-2: untagged CAL PDZ binding inhibitors, primary screen, biochemical, fluorescence polarization, HTS. AID 602252, 2012. inhibition, % at 24.9 µM. Golgi-associated PDZ and coiled-coil motif-containing protein (Homo sapiens), Q9HD26. purified CAL PDZ, TMR-peptide fluorescence polarization, 1 h. hit rate 0.92% among 300,000;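 active means mean inhibition of at least 30% with at least half of replicates also reaching 30%; inconclusive means no clear call, values can overlap the other calls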;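 further: 0% = DMSO neutral control and 100% = excess unlabeled competitor peptide PRC23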
# PvdQ acylase: P. aeruginosa PvdQ acylase inhibitors, primary screen, biochemical, fluorescence, plate reader and imaging, single point; PvdQ acylase [Pseudomonas aeruginosa LESB58]; AID 488965, 2010; hit rate 0.063% among 340,000; inhibition, % at 10 µM; purified PvdQ acylase; in the data active means inhibition above about 30%, passing the limit was not always enough; inconclusive means no clear call, values can overlap the other calls;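 further: 0% = vehicle neutral wells and 100% = reference inhibitor wells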
# NSD2 HMT inh: NSD2 histone methyltransferase inhibitors, primary screen, biochemical, AlphaScreen, single concentration, set 2 | NSD2 peptide methylation, 120 min | inhibition, % at 12.5 µM | Histone-lysine N-methyltransferase NSD2 (Homo sapiens), O96028 | AID 743445, 2014 | hit rate 0.54% among 310,000; in the data active means inhibition above about 50%
# Rtt109 HAT inh: inhibitors of C. albicans Rtt109/Vps75 HAT, primary screen, biochemical, ThioGlo CoA-SH fluorescence, plate reader; Histone acetyltransferase RTT109 (Candida albicans (strain SC5314 / ATCC MYA-2876)), …; purified Rtt109/Vps75, 4 h; inhibition, % at 34.9 µM; hit rate 0.16% among 330,000; AID 540336, 2011;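 active means inhibition of at least 50% in every replicate; inconclusive means best replicate reaches 50% inhibition but some replicates fall short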
# SR-BI DiI-HDL act: activators of SR-BI mediated DiI-HDL uptake, primary screen, ldlA[mSR-BI] CHO cells, DiI fluorescence. AID 504775, 2011. activation, % at 12.5 µM. 3 h; 100 = double the neutral-control signal. hit rate 0.096% among 320,000;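 active means mean replicate activation of at least 60% and every replicate at or above 60%; inconclusive means mean or all-replicate condition met, but not both; inactive means mean below 60% and not all replicates reaching 60%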;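 further: 0% = median plate neutral-control signal and 100% = twice that signal; values of inactives mirror those of a sister screen read the other way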
#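 Material: SR-BI-overexpressing, LDLR-lacking CHO cells; schedule: compound exposure 3 h, 37 °C; reagent: DiI-labelled HDL at 10 µg/mL final; technique: bottom-read fluorescence, 550/595 nm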
# PfHsp90 yeast 2: growth inhibition of PfHsp90-expressing yeast, primary screen, antimalarial PfHsp90 inhibitor project, S. cerevisiae, BacTiter-Glo luminescence, single point, set 2; BacTiter-Glo ATP, 48 h; yeast lacking PDR1 and PDR3 efflux regulators; inhibition, % at 9.4 µM; hit rate 0.32% among 310,000;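 active means every replicate shows inhibition above about 80%, whatever the replicate mean, limit read from the data; inconclusive means mean inhibition reaches the set limit but some replicate falls short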;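 further: 0% = DMSO neutral controls and 100% = 20 µM radicicol positive controls; yeast relying on Plasmodium falciparum Hsp90 in place of its own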
# Starred values were filed as active, the others as inactive; u = inconclusive; x = no result given.
SMILES,dFosB activator,SR-BI DiI inh,MITF TRPM1 HTS,CAL PDZ FP-1,CAL PDZ FP-2,PvdQ acylase,NSD2 HMT inh,Rtt109 HAT inh,SR-BI DiI-HDL act,PfHsp90 yeast 2
Cc1ccccc1C(=O)N(C)Cc1ccccc1,1,-11,5,-0.8,-1,8,12,-5,11,-2
CN(C)C(=O)[C@@H]1C[C@H]1[C@@H](NC(=O)OCc1ccccc1)c1ccccc1,-3,0,2,0.4,2,12,x,2,0,4
C=CCNC(=O)c1onc(CSc2cccc(C)c2)c1C(=O)O,0,-37,-10,-1.0,-1,4,x,12,37,-6
N#CCC(=O)Nc1ccc(C(=O)Nc2ccc3c(c2)OCO3)cc1,-14,23,15,0.7,-1,-16,0,-28,-23,-19
COc1ccc(OC)c2sc(NC(=O)C(C)C)nc12,-6,-26,-9,0.6,0,-7,x,0,26,-10
CCN(C(=O)COC(=O)c1ncc(Cl)c(Cl)c1Cl)c1c(N)n(Cc2ccccc2)c(=O)[nH]c1=O,u,0,-9,-0.8,1,-12,0,4,0,x
CCCc1cc(N2CCN(c3ccccn3)CC2)n2nc(C)c(-c3ccccc3)c2n1,-8,44,27,-1.2,-3,9,-1,-19,-44,-79
CCCn1nc(C(=O)NCCc2ccc(S(N)(=O)=O)cc2)c2ccccc2c1=O,-6,x,-5,-0.7,-1,0,5,3,x,6
Cc1cc(/C=N/NC(=O)C(=O)NCc2ccccn2)c(C)n1-c1ccccc1,-1,20,16,0.7,1,-3,6,-2,-20,-18
COc1ccc(C(=O)CN2C(=O)NC3(CCCCCC3)C2=O)cc1,-4,8,10,-2.6,-6,-2,-2,31,-8,4
CC1(C)SC(C)(C)N(C=O)C1C(=O)O (configuration not stated),6,-20,-2,0.2,x,1,-8,0,20,x
S=C(NCCC(c1ccccc1)c1ccccc1)Nc1ccccc1Cl,4,-24,-5,0.7,-5,-5,-1,2,24,-16
CC(=O)Nc1ccc(N2C(=O)CC(N3CCN(Cc4ccc5c(c4)OCO5)CC3)C2=O)cc1 (configuration not stated),5,-7,7,-0.8,-7,-9,-1,-14,7,-9
CN(C)c1ccc(NC(=O)c2sc(SCC(=O)Nc3ccc(Br)cc3)nc2N)cc1,28*,-1,9,x,-5,0,-4,7,1,-1
Cc1cc(S(=O)(=O)Nc2ccc(C(=O)NCC3(N(C)C)CCCCC3)cc2)ccc1F,3,-27,9,-2.0,0,-14,0,-1,27,3
N#Cc1c(C(F)(F)F)cc(-c2cccs2)nc1N1CCCCC1,-2,34,x,-0.2,-4,-1,-2,5,-34,12
Brc1ccccc1-c1nnc(CSc2nnc3sc4ccccc4n23)o1,-15,-20,-8,-0.9,-4,8,-8,11,20,42
CCOC(=O)C1C(c2cc(OC)c(OC)c(OC)c2)NC(=S)NC1(O)C(F)(F)F (configuration not stated),-6,x,1,-1.4,-1,-12,0,-6,x,14
Cc1cccc(NC(=O)c2sccc2-n2cccc2)c1C,-7,30,13,x,32*,-17,-4,-8,-30,7
CCCCCSc1nc2c(c(=O)[nH]c(=O)n2C)n1CC,-2,-10,13,-1.4,0,-12,x,2,10,-35
COc1ccccc1C1CC(=O)Oc2cc(C)c(Br)c(C)c21 (configuration not stated),-3,13,-2,0.0,-2,13,x,19,-13,-12
Cc1ncc([N+](=O)[O-])n1Cc1ccc(F)cc1,-8,2,-3,-0.2,-3,-19,-4,0,-2,-13
Cc1ccc(OC(=O)CCC(=O)Nc2ccc(C)c(C)c2)cc1,-11,x,x,-2.1,-3,-3,-2,3,x,-2
O=C(CSc1nnc(-c2ccco2)o1)NCC(=O)c1ccccc1,-1,19,9,-2.9,-2,-14,-1,14,-19,16
COC(=O)c1nc(NC(=O)c2ccc(F)cc2)n[nH]1,-2,-13,-5,0.2,-6,-16,-4,-2,13,-22
C[C@@H](O)CC#Cc1ccc2oc(=O)c(-n3cc(-c4ccsc4)nn3)cc2c1,4,-3,1,0.5,8,1,x,-5,3,-1
CCN(C(=O)COC(=O)c1c2c(nc3ccccc13)CCC2)c1c(N)n(Cc2ccccc2)c(=O)[nH]c1=O,-7,48,-13,-2.1,x,-14,0,13,-48,-19
CCCCn1nnnc1SCC(=O)Nc1ccc(C)cc1,-5,0,-8,-1.6,1,2,-1,3,0,1
O=C(N/N=C/c1cccnc1)C1CCCN(S(=O)(=O)c2ccccc2)C1 (configuration not stated),2,-4,-7,-0.6,-1,0,0,10,4,14
CC1CCCCN1S(=O)(=O)c1ccc(-n2cnnn2)cc1 (configuration not stated),2,x,-4,-0.3,x,-17,-7,-4,x,20
CC(C)(C)C(=O)O/N=C1\CCS(=O)(=O)c2sccc21,1,-6,-3,-2.6,-4,-5,-2,-7,6,11
Cc1occc1C(=O)NNC(=O)Nc1ccc(Cl)c(Cl)c1,-7,29,14,-1.4,-1,-11,1,-5,-29,8
N#Cc1ccc(CO/N=C/c2ccccc2)cc1,4,-2,2,x,-5,-6,-2,2,2,8
CC(C(=O)Nc1cc([N+](=O)[O-])ccc1Cl)N1CCN(c2ccccc2)CC1 (configuration not stated),10,-17,55,-0.5,-4,-16,7,5,17,26
CC(C)C[C@@H](CN)NC(=O)c1nc[nH]c1C(=O)N[C@@H](C)C(=O)CNC[C@H](CC(C)C)NC(=O)c1nc[nH]c1C(=O)N[C@@H](CC(=O)O)C(=O)O,-4,26,-1,0.1,-4,-13,x,2,-26,-10
Cc1cc2ccccc2c(=O)n1CC(=O)NCC(=O)N(C)C1CCCCC1,-5,-24,x,-1.7,-4,-13,9,19,24,4
N=C1SC(CC(=O)Nc2ccc([N+](=O)[O-])cc2)C(=O)N1c1ccccc1 (configuration not stated),-11,16,x,-1.7,x,-25,1,-8,-16,-2
Cc1oc(-c2ccccc2)nc1C(=O)N1CCN(c2ccc(F)cc2)CC1,-9,-3,-1,-0.2,-6,-12,x,3,3,-2
Cc1ccc(S(=O)(=O)N/N=C/c2cccc(OC3CSC3)c2)cc1,-10,-26,-8,0.3,-2,-14,5,-4,26,-48
Cc1ccc(N(CC(=O)NCc2cccs2)S(=O)(=O)c2cccs2)cc1,-1,4,10,-0.7,x,-22,-5,-4,-4,-60

# Reprinted from the part before: 2 compounds; new compounds follow.
SMILES,dFosB activator,SR-BI DiI inh,MITF TRPM1 HTS,CAL PDZ FP-1,CAL PDZ FP-2,PvdQ acylase,NSD2 HMT inh,Rtt109 HAT inh,SR-BI DiI-HDL act,PfHsp90 yeast 2
Cc1ccc(S(=O)(=O)N/N=C/c2cccc(OC3CSC3)c2)cc1,-10,-26,-8,0.3,-2,-14,5,-4,26,-48
Cc1ccc(N(CC(=O)NCc2cccs2)S(=O)(=O)c2cccs2)cc1,-1,4,10,-0.7,x,-22,-5,-4,-4,-60
COc1cc(/C=C2/SC(=S)N(C)C2=O)ccc1OC(=O)c1ccco1,-3,4,36,-4.1,-7,-7,0,-11,-4,11
COC(=O)c1ccc(NC(=O)CCc2nnc3ccc(NCc4ccco4)nn23)cc1,-13,1,-12,0.4,3,4,-2,6,-1,2
c1ccc(C(NCCNC(c2ccccc2)c2ccccc2)c2ccccc2)cc1,-7,-23,3,-1.1,-8,-12,0,-2,23,-16
O=C(NCCNC(=O)c1ccccc1[N+](=O)[O-])c1ccccc1[N+](=O)[O-],-13,-10,-7,-1.7,9,-5,-1,-2,10,-36
O=C(c1ccc2ncsc2c1)N1CCCC(C(F)(F)F)C1 (configuration not stated),-4,-29,3,-2.3,-4,-6,-1,-7,29,x
Cc1ccc(C(=O)C(NC(=O)c2ccco2)N2CCOCC2)cc1 (configuration not stated),-4,8,44,-2.6,1,-2,-2,4,-8,-6
O=C(Cn1cc(C(F)(F)F)cc(Cl)c1=O)NCc1ccc(Cl)cc1Cl,46*,3,9,-0.4,-3,-13,-6,-2,-3,-4
O=C(Nc1cccc(-c2cccc(Cl)c2)c1)C1CCN(Cc2ccon2)CC1,-5,35,-11,-3.1,-2,-1,-2,24,-35,-1
C=CCn1c(=N)n(CC(O)COc2ccccc2OC)c2ccccc21 (configuration not stated),-5,2,x,0.4,0,1,x,20,-2,-2
CN1CCC(NC(=O)Nc2ccc(Br)cc2)CC1,-2,x,22,-2.2,-2,-16,-1,-4,x,-2
NS(=O)(=O)c1ccc(CCNC(=O)CN2CCC(Cc3ccccc3)CC2)cc1,-4,-4,-16,-0.5,2,-14,-3,-2,4,x
O=C(COC(=O)c1ccccc1C(=O)c1ccc(Cl)cc1)NCCc1ccccc1,-15,21,8,-3.3,8,5,1,-6,-21,-20
CC(=O)C[C@H]1c2cc(C(F)(F)F)ccc2S(=O)(=O)N1C1CCCC1,-1,-19,-9,0.2,-1,0,x,5,19,x
CCN(Cc1ccncc1)C(=O)c1ccccc1NS(=O)(=O)c1ccc(Br)cc1,-5,x,-3,-2.1,x,-6,-2,1,x,21
O=c1[nH]c(C2CCN(S(=O)(=O)Cc3ccccc3)CC2)nc2c1nnn2Cc1ccccc1Cl,-14,x,x,-0.2,1,-4,-1,-5,x,9
CCn1c(NCc2cc(OC)c(OC)c(OC)c2)nc2ccccc21,0,-18,x,-0.4,-1,-6,-2,16,18,-20
COc1cccc(/C=N/N2CCN(c3ccncc3S(=O)(=O)N3CCCCC3)CC2)c1,-8,-31,13,-2.8,-2,-1,10,0,31,15
Cc1ccc(N2C(=O)CC(NCC3CCCO3)C2=O)cc1 (configuration not stated),-11,-2,5,0.6,0,-12,-6,4,2,17
COc1ccccc1C(=O)NCC(=O)Nc1cccnc1,-4,-11,4,-0.1,2,-8,x,-3,11,x
CCOC(=O)c1cc(-c2ccc(N3CCOCC3)cc2)nn1-c1ccccc1C(=O)O,-8,-16,-4,x,-18,-13,x,-15,16,10
